Screening data (PubChem)
KDM5B inh = KDM5B demethylase inhibition; Q9UGL1; KDM5B demethylase, FDH-coupled NADH fluorescence (FDH is formaldehyde dehydrogenase); Potency, µM (titrated, usually from 57.7 µM), without a hit: at the top dose activity change, negative = inhibition, most hits filed as inhibitors; actives 2.6% (n = 220,000); AID 1347165; active = well fitted inhibition curve with a large enough effect; inconclusive = small, poorly fitted or top-dose-only effect; inactive = no such curve, though single readings can be large or run the other way; note: 0% is about no effect; nearly all actives have a fitted effect of over 70% in size
Target sequence (Q9UGL1 whole entry, looked up): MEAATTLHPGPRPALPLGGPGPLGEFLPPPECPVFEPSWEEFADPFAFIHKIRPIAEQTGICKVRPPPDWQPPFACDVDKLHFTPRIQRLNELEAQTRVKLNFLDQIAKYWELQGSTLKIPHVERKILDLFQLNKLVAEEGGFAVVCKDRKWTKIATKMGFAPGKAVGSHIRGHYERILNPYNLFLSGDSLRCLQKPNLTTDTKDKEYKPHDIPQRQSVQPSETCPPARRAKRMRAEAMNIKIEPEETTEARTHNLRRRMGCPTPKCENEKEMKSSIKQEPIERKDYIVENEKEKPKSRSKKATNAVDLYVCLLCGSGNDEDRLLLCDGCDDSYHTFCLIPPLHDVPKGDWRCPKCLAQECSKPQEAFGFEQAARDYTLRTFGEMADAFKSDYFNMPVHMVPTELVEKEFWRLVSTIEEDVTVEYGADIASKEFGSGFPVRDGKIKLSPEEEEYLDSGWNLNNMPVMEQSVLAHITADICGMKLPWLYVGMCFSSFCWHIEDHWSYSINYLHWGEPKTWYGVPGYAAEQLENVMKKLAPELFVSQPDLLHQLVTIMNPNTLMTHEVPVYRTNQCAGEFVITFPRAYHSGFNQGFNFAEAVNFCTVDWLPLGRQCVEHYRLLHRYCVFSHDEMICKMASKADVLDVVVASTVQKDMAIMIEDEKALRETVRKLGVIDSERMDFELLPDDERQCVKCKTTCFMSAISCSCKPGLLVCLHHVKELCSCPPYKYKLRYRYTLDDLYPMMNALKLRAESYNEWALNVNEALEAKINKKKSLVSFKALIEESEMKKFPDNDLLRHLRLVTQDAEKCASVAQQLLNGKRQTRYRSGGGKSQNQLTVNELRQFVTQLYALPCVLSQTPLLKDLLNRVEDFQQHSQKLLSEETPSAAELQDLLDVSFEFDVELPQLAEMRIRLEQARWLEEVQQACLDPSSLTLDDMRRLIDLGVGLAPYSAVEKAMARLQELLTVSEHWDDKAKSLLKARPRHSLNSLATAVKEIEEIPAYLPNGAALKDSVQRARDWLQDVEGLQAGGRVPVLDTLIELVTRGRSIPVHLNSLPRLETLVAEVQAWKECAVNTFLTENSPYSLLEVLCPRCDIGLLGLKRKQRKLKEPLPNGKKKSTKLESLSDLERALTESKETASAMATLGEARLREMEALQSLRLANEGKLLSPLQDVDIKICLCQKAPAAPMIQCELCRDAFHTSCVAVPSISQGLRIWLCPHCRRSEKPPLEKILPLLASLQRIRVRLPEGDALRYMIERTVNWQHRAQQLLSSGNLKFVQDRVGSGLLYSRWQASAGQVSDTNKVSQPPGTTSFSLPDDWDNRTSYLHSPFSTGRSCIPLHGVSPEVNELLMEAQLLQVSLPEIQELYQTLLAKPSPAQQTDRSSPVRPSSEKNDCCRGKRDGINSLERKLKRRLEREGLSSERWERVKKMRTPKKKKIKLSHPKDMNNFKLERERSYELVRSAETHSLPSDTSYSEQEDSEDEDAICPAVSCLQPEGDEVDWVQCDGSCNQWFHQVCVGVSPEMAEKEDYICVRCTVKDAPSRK
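Coupled FDH/NAD⁺ fluorescence readout. KDM5BΔAP 200 nM final; compound titration, 10 min RT preincubation; substrate mix 12.5 µM H3K4me3, 25 µM 2-OG, 50 µM Fe(II), 100 µM ascorbate, 0.25 mM NAD⁺, 0.25 U/mL FDH; ΔRFU over 30 min.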
The depositor's hits bear a star; ? = inconclusive; & = joins results of further samples; [ ] = remark or other dose. Potency is the fitted concentration of half-maximal effect.

| Molecule | KDM5B inh |
| --- | --- |
| OC(COc1ccc(CN2CCSCC2)cc1)CN1CCCCC1 (stereo unspecified) | 20% |
| CC(C)c1nc2oc3c(=O)n(C)cnc3c2c2c1CCC2 | 2% |
| COCc1cccc(CNC(=O)NC(C)COCC(F)(F)F)c1 (stereo unspecified) | 31%[activator] |
| Cc1cccc(C(=O)N2CCC3(CCC(=O)N(C(C)C(=O)O)C3)CC2)c1 (stereo unspecified) | 33%[activator] |
| O=C(NCCc1c[nH]c2ccc(Cl)cc12)C1CC(=O)N(c2n[nH]c3ccccc23)C1 (stereo unspecified) | ? |
| c1ccc(-c2nnc3ccc(NC4CCCCC4)nn23)nc1 | ? |
| COc1ccc(Cl)cc1NC(=O)CSc1cn(CC(=O)N2CCCCCC2)c2ccccc12 | -18% |
| Cc1csc2nc(-c3cccc(NS(=O)(=O)c4cccs4)c3)cn12 | 13% |
| CC(C)C(=O)Nc1ccc(F)c(F)c1 | 6% |
| Cc1ccc(S(=O)(=O)NC(=O)NC(C)c2ccc(F)cc2)cc1 (stereo unspecified) | 14% |
| Cc1cc(-c2nn3c(-c4ccco4)nnc3s2)n(C)n1 | -9% |
| CC(=O)Nc1ccc(S(=O)(=O)NC[C@@H]2C=C(C)[C@H](CC(=O)N3CCCC3)C[C@H]2C(C)C)cc1 | -28% |

Single values from the list.
CC(C)C(=O)Nc1ccc(F)c(F)c1 – KDM5B inh: 6%
CC(=O)Nc1ccc(S(=O)(=O)NC[C@@H]2C=C(C)[C@H](CC(=O)N3CCCC3)C[C@H]2C(C)C)cc1 – KDM5B inh: -28%
COc1ccc(Cl)cc1NC(=O)CSc1cn(CC(=O)N2CCCCCC2)c2ccccc12 – KDM5B inh: -18%

Next part.
| Molecule | KDM5B inh |
| --- | --- |
| CCCSc1nnc(NC(=O)c2cc(=O)c3ccccc3o2)s1 | 26%&8% |
| O=C(N/N=C/c1cccnc1)C1CC1 | 6% |
| Cn1cccc1CN1CCCC12Cc1ccccc1CNC2=O (stereo unspecified) | ? |
| O=C1CC(c2ccccc2)N(Cc2ccncc2)CCCN(C(=O)c2ccc3ncccc3c2)CCN1 (stereo unspecified) | ? |
| C=C1C(C(=O)Nc2ccccc2)C1C(=O)Nc1ccccc1 (stereo unspecified) | 21% |
| CCOc1ccc(-c2cc3ccccc3[nH]2)cc1 | -26% |
| CCCCC(=O)N1CC(=O)Nc2ccc(F)cc2C1c1ccc(F)cc1 (stereo unspecified) | ? |
| COc1cccc(CN2Cc3cc(NC(=O)COc4ccccc4)ccc3OC(C)C2=O)c1 (stereo unspecified) | -20% |
| CCc1ccc(NC(=O)N2CC(C)Oc3ccc(C)cc32)cc1 (stereo unspecified) | -20% |
| CCCCC(=O)OC1=C(C(=O)c2ccccc2)N(CC)S(=O)(=O)c2ccccc21 | ? |
| COc1ccc(C)cc1NC(=O)C(=O)N1CCCC1 | 0% |
| COc1ccc(CCN2CC(C(=O)NCc3ccc(F)cc3)CC2=O)cc1OC (stereo unspecified) | 31%[activator] |

Other structures.
| Molecule | KDM5B inh |
| --- | --- |
| Cc1noc(C)c1C(=O)OCC(=O)c1c[nH]c2ccccc12 | 13% |
| Cc1nnc(N2CCN(c3ccccc3F)CC2)c2c1nnn2Cc1ccc(F)cc1 | 10% |
| CCCCCCn1c(N2CCN(CC(=O)OC)CC2)nc2c1c(=O)[nH]c(=O)n2C | -3% |
| COc1ccc(-c2c(NC(=O)c3cccs3)oc3ccc(Cl)cc3c2=O)cc1OC | 10% |
| CCc1ccc(CNC(=O)CN2C(=O)C3CCCCN3c3ccc(C(=O)N4CCCC4)cc32)cc1 (stereo unspecified) | -18% |
| Fc1ccc(CCNC(=S)Nc2cccc(Cl)c2)cc1 | -13% |
| CCCCN(C)C(=O)Cn1cc(C#N)c2ccccc21 | 19% |
| Cc1nn(-c2ccc(C(F)(F)F)cc2)c(C)c1[C@@H]1C=C[C@@H](NC(=O)NC2CCCCC2)C1 | 4% |
| O=C(NC1CCCCCC1)C1CCN(C(=O)c2ncn3c2COC(c2ccc(F)cc2)C3)CC1 (stereo unspecified) | 14% |
| COc1cccc(CCc2ccccc2C(=O)N[C@@H]2COCC[C@H]2O)c1 | -10% |
| CCN(C(=O)Cn1c(=O)n(-c2ccccc2)c(=O)c2ccc(C(=O)NCc3ccc4c(c3)OCO4)cc21)c1cccc(C)c1 | ? |
| COc1ccc(NC(=O)CSc2nnc(C3CCCCC3)n2-n2cccc2)cc1 | -11% |

(more compounds)
| Molecule | KDM5B inh |
| --- | --- |
| COc1cccc(C(=O)CC2(O)C(=O)Nc3ccc(F)cc32)c1 (stereo unspecified) | 20% |
| Cc1cc(C)cc(N(C(=O)c2csnn2)C(C(=O)NC2CCCCC2)c2ccccn2)c1 (stereo unspecified) | -18% |
| Cc1ccc2[nH]cc(C(C(=O)O)N3CCN(Cc4ccncc4)CC3)c2c1 (stereo unspecified) | -2% |
| Cc1ccc(Cl)cc1N1CCN(C(=O)C(C)n2ncn3cccc3c2=O)CC1 (stereo unspecified) | ? |
| Cc1ccc(N2CCN(S(=O)(=O)c3ccc(F)c(C(=O)Nc4ccc(Cl)cc4Cl)c3)CC2C)cc1 (stereo unspecified) | -10% |
| CCOc1ccc(CCNC(=O)C2CCC(CNS(=O)(=O)c3ccc(Cl)cc3)CC2)cc1OCC (stereo unspecified) | -4% |
| COc1ccc(CCNC(=S)Nc2cccc(F)c2)cc1 | -24% |
| N#CC(Cc1cccnc1)C(=O)Nc1ccccc1Br (stereo unspecified) | 12% |
| O=C(NCc1nnc2cc(-c3nc(C4CC4)no3)ccn12)C1(c2ccccc2)CC1 | ? |
| CC(=O)Nc1ccc2c(c1)nc(CCNC(=O)c1ccc(C)c(F)c1)n2C | 17% |
| O=C(CSc1ncnc2nc[nH]c12)Nc1ccc(F)cc1 | -4% |
| CCOC(=O)C1CCN(C(=O)CSc2nnc(Nc3ccc(C)cc3C)s2)CC1 | 10% |

Going on with the list.
| Molecule | KDM5B inh |
| --- | --- |
| CC1CCN(C(=O)c2cnn(-c3ccc(Cl)cc3)c2C2CCN(C(=O)OC(C)(C)C)CC2)CC1 | -4% |
| CN(C)CCC(=O)N1Cc2ccccc2CC2(CCCN(CC3CCNCC3)C2)C1 (stereo unspecified) | 18%[149 µM] |
| CCCCCc1ccc(-c2ccc(-c3ccc(C#N)cc3)cc2)nc1 | ? |
| CCN1CCN(c2oc(-c3ccccc3F)nc2C#N)CC1 | -28% |
| O=C1Nc2ccccc2OCC12CCN([S+](=O)([O-])c1cccc(C(F)(F)F)c1)CC2 | -15% |
| Cc1ccc(-c2nc3cc(NC(=O)c4cc(Br)ccc4Cl)ccc3o2)cc1 | ? |
| CCn1ccc2oc(C)c(C(=O)NCc3ccccc3Cl)c2c1=O | -8% |
| O=C1CCN(C(=O)C2CCCCC2)CCCC(c2nc(-c3cccnc3)no2)CCN1 (stereo unspecified) | 33% |
| CCOc1cc(C#N)cc(Br)c1OCc1nnc(-c2ccccc2Br)o1 | 7% |
| CCC(C)Cn1c(/C=C/c2ccccc2)nc2ccccc21 (stereo unspecified) | ? |
| CCN(CC)c1ccc(C(=O)N2CCC(n3cc(-c4nc(C)no4)nn3)CC2)cc1 | -32% |
| COc1ccc(CCNC(=O)CCOc2cc(C)ccc2C)cc1OC | 5% |

(continued)
| Molecule | KDM5B inh |
| --- | --- |
| CCOC(=O)c1ccc(NC2SC(=O)N(Cc3cccc(C(=O)O)c3)C2=O)cc1 (stereo unspecified) | -16% |
| Cc1nc2c(cc(OCC(O)COc3ccc(C#N)cc3)c3ccsc32)s1 (stereo unspecified) | ? |
| CCCC(=O)N1CCC(Oc2ccc3c(cnn3CCC(=O)O)c2)CC1 | -25%[86.2 µM] |
| CN(C)Cc1cc(CC2(NC3CCC3)COC2)no1 | 12%[115 µM] |
| COc1ccc(N2CCN(C(=O)CCn3c(=O)c4cccn4c4cccnc43)CC2)cc1 | -28% |
| Cc1noc([C@@H]2CN(C(=O)CC3=CCCCC3)C[C@H]2CO)n1 | 12% |
| O=C(NCCc1ccc(F)cc1)C(=O)NCC(c1cccs1)S(=O)(=O)c1ccc(Cl)cc1 (stereo unspecified) | 1% |
| Cc1ccc2c(=O)cc(C(=O)Nc3nc4ccc(F)cc4s3)oc2c1C | 10% |
| CCc1nc2c(c(-c3ccc(Cl)cc3)n1)CCN(Cc1ccc(OC)cc1)CC2 | -22% |
| Cc1ccc(O)c(/C=N/NC(=O)COc2ccc3c(C)cc(=O)oc3c2)c1 | ? |
| CC(C)NC(=O)c1coc(COc2ccc3c(c2)C(c2cccc(F)c2)N(C(=O)C2CC2)CC3)n1 (stereo unspecified) | -17% |
| CC(CN1CCOCC1)OC(=O)COc1ccc(Br)cc1 (stereo unspecified) | 19% |

The list continues:
| Molecule | KDM5B inh |
| --- | --- |
| COc1ccccc1C(C)NC(=O)c1n[nH]c(=O)c2ccccc12 (stereo unspecified) | 14% |
| CCC(C)(C)NC(=O)Cc1nn(C)c(=O)c2ccccc12 | 13% |
| Cc1cnc(CC2CCN(C(=O)N(C)C)C2)n1CC1CC1 (stereo unspecified) | 9% |
| O=C(c1ccc(CSc2nc3ccncc3n2Cc2ccccc2F)cc1)N1CCCCC1 | 4% |
| COC1CCC12CCN(C(=O)c1cccc(C#N)c1)CC2 (stereo unspecified) | -2% |
| N#CCCn1c(-c2ccccc2)c(-c2ccccc2)c2ccc3ccccc3c21 | -24% |
| O=C(NCc1ccc(F)cc1)c1ccccc1-c1ccccc1 | 16% |
| CC(C)CN1C(=O)CCc2cc(NC(=O)c3c(F)cccc3F)ccc21 | -24% |
| O=C(Nc1ccc(N2CCN(Cc3ccccc3)CC2)cc1)c1cnc2ccccc2n1 | -18% |
| COc1cccc(NC(=O)C(C)NS(=O)(=O)c2ccc(Br)cc2)c1 (stereo unspecified) | 9% |
| Cn1ncc(N2CCC(NC(=O)C3CCCCC3)CC2)cc1=O | 15% |
| CC(=O)N1CCC(Cc2ncc(C)n2C(C)C)C1 (stereo unspecified) | 12% |

Random excerpt: 4 entries already listed.
| Molecule | KDM5B inh |
| --- | --- |
| CCN(CC)c1ccc(C(=O)N2CCC(n3cc(-c4nc(C)no4)nn3)CC2)cc1 | -32% |
| CCOc1cc(C#N)cc(Br)c1OCc1nnc(-c2ccccc2Br)o1 | 7% |
| CCN1CCN(c2oc(-c3ccccc3F)nc2C#N)CC1 | -28% |
| CC(CN1CCOCC1)OC(=O)COc1ccc(Br)cc1 (stereo unspecified) | 19% |

Additional entries:
| Molecule | KDM5B inh |
| --- | --- |
| COCc1ccc2c(c1)c(OC(C)(C)C(=O)Nc1cccnc1)nn2Cc1ccccc1 | -7%[86.2 µM] |
| O=C(c1ccc(Cn2cccn2)o1)N1CCC2(CC1)c1ccccc1CC2O (stereo unspecified) | 1% |
| COc1ccc(NC(=O)c2ccccc2OCc2cn3ccccc3n2)cc1S(=O)(=O)N(C)C | 10% |
| Cc1ccc(-n2ncc(C(=O)NCCc3ccsc3)c2C2CCN(C(=O)OC(C)(C)C)CC2)cc1C | -11% |
| COCCCNC(=O)c1ccc(Cn2c(=O)c3ccccc3n(CC(=O)Nc3ccc(C)cc3C)c2=O)cc1 | -8% |
| Fc1cc(F)cc(Cc2nc3nccc(-c4ccsc4)n3n2)c1 | ? |
| COc1ccc(Cn2c(-c3ccc(Cl)cc3)nc(C)c(CCO)c2=O)cc1F | -14% |
| C#CCNC(=O)[C@H]1O[C@H](CCN(C)CC#C)CC[C@@H]1O | 13%[115 µM] |
| O=C(Nc1cccc2ncccc12)C(c1ccccc1)c1ccccc1 | -5% |
| Cc1cc2nc(-c3cccc(NC(=O)c4cccnc4)c3)oc2cc1C | 14% |
| CC(=O)O[C@]1(C(C)=O)CCC2C3C=C(C)C4=CC(=O)CC[C@]4(C)C3CC[C@@]21C (stereo partly specified) | 12% |
| Cc1ncsc1CN1CCCN(S(C)(=O)=O)C(c2ccccc2)CC(=O)NCC1 (stereo unspecified) | -27% |

Following part:
| Molecule | KDM5B inh |
| --- | --- |
| O=C(CN1CC2CC(C1)[C@H]1CCCC(=O)N1C2)NC1CCCC1 (stereo partly specified) | 19% |
| Cc1ccc(C)c(CN2CCn3c(nn(CC4COc5ccccc5O4)c3=O)C2=O)c1 (stereo unspecified) | 12% |
| CN1CCN(c2ccc(NC(=O)COc3ccc(Br)cc3Br)cn2)CC1 | 3% |
| Cc1nn(-c2ccccc2[N+](=O)[O-])c(C)c1[C@@H]1C=C[C@@H](NCc2ccc(C(C)C)cc2)C1 | ? |
| O=C(c1cnccn1)N1CCC(c2nc(-c3ccncc3)no2)C1 (stereo unspecified) | -18% |
| O=C(NC1CC1)c1ccc(-c2ccc(N3CCCCC3)nc2)cc1 | ? |
| CC(C)N1C(=O)C2(CCCCC2)C1C(=O)NCCCN1CCN(c2ccccc2)CC1 (stereo unspecified) | 6% |
| N#CC1=C(N)Oc2c(c(=O)[nH]c3ccccc23)C1c1ccccc1 (stereo unspecified) | ? |
| Cc1ccc(-c2nc3nc(C)cc(Nc4ccc(N(C)C)cc4)n3n2)cc1 | 16% |
| O=C(NC1CCN(c2cc(-c3ccccc3)[nH]n2)CC1)c1cccnc1 | 9% |
| CCC(C)(C)c1nnc(NC(=O)Cc2ccccc2)s1 | 21% |
| CS(=O)(=O)N(Cc1cccnc1)C1CN(C(=O)c2c[nH]c3ccccc23)C1 | -4% |

(listing goes on)
| Molecule | KDM5B inh |
| --- | --- |
| CSc1ccc(-c2nnn(CC(=O)Nc3sc4c(c3C#N)CCC(C(C)(C)C)C4)n2)cc1 (stereo unspecified) | 1% |
| CCC(C)(C)C1CCC(NC(=O)c2cccnc2Cl)CC1 (stereo unspecified) | ? |
| COc1ccc(C(=O)N(Cc2ccc(N(C)C)cc2)CC2CCCO2)cc1 (stereo unspecified) | -14% |
| CCOc1ccc(NS(=O)(=O)c2ccc(Cl)c(C(=O)Nc3ccc4oc(C)nc4c3)c2)cc1 | -5% |
| O=C(OCc1ccccc1F)c1ccc(-c2nnn(Cc3ccccc3)n2)cc1 | -24% |

Some of the compounds tested; rates above refer to the full screens.
